# Assay outcomes from PubChem.
# ERAP1 inh – ERAP1 (human) enzyme inhibition; 340,000 compounds, 0.15% hits; Q9NZ08; recombinant ERAP1, Leu-AMC fluorescence, 60 min; inhibition, % at 10.7 µM; AID 652197;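 active means mean replicate inhibition of at least 30%, or all replicates individually reaching that 30% level; inactive means mean below 30% and not every replicate reaching it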;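 further: 0% = neutral control wells and 100% = L-leucinethiol positive control wells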
# PGC1a acetyl inh – modulators of PGC1a acetylation; U2OS PGC1a acetylation, AlphaScreen anti-acetyl-lysine; with virally co-expressed GCN5 acetyltransferase; inhibition, % at 15.6 µM; 350,000 compounds, 0.17% hits; AID 651687;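 active means every replicate shows inhibition of at least 40%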;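 further: 0% = neutral control wells and 100% = positive control wells; some results beyond the cut were filed as inactive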
# RAD52 anneal inh – blocks human RAD52 DNA annealing. P43351. recombinant RAD52 DNA annealing, FRET fluorescence. inhibition, % at 18.7 µM. 360,000 compounds, 0.46% hits;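 active means every replicate showing at least 50% inhibition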
# E-selectin induc – E-selectin induction on HUVECs. HUVEC E-selectin immunofluorescence imaging; normalized: neutral wells 0, TNF-alpha wells 100. activation, % at 7.58 µM. P16581. AID 686992. 260,000 compounds, 0.37% hits;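 active means mean E-selectin-positive cell signal at least 10% of the positive control, reached in at least 60% of replicates, without over 20% cell loss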;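 further: in these data hits start at about 27%; measured in HUVEC primary endothelial cells; signal is the percent of cells scored E-selectin positive by PE staining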
#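 System: HUVEC / Compound: single concentration / Signal: immunofluorescence imaging / Read-out: percent E-selectin-positive cells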
# RAD54 inh – blocks human RAD54 Holliday junction branch migration | inhibition, % at 10.4 µM | 360,000 compounds, 0.14% hits | AID 602329 | Q92698 | FAM/BHQ fluorescence;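 active means mean normalized replicate activity at least 40 and at least half of replicates scoring 40 or more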;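 further: 0% = median of neutral control wells and 100% = median of positive control wells; inhibitors cause a drop in the FAM fluorescence signal; in these data hits start at about 50%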
# Target sequence (Q92698 whole entry, looked up): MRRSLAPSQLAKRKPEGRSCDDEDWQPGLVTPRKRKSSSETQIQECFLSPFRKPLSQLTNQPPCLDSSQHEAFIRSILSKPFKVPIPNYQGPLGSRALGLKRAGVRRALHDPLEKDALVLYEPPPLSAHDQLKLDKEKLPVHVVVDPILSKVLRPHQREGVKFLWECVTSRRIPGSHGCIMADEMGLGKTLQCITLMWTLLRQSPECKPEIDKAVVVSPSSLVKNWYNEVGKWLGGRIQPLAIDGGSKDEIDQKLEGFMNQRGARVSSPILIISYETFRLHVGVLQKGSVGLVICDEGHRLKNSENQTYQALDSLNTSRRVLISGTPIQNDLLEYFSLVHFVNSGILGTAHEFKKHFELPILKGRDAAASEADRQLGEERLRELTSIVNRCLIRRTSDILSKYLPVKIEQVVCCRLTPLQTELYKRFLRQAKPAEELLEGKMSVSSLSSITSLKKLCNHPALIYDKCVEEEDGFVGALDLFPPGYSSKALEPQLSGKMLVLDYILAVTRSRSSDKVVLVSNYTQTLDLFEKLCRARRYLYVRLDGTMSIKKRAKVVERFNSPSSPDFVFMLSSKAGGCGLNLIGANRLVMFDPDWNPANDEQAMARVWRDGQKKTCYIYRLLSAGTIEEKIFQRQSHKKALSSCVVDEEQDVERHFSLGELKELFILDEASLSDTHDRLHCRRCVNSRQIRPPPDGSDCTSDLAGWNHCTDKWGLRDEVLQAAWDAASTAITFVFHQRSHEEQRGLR
# miR-122 sensor – inhibitors of miR-122 in Huh7 cells; Huh7 miR-122 Renilla luciferase sensor, 48 h; neutral wells = 0, positive control = 100; activation (reporter increase), % at 12.5 µM; 340,000 compounds, 0.3% hits;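 active means mean replicate activation score at least 90 and every replicate individually at or above 90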;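 further: higher luciferase means less miR-122 activity so hits act as miR-122 inhibitors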
# Cneo AK release – causes C. neoformans cell lysis | lysis activity, % at 15 µM | adenylate kinase release luminescence, 4 h; normalised: neutral wells 0, clomiphene wells 100 | AID 651654 | 360,000 compounds, 0.2% hits;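 active means mean lysis activity across replicates of at least 80%, whatever share of replicates individually reach that level; inactive means mean lysis activity below 80%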
#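 Test system: log-phase Cryptococcus neoformans yeast cells. Input: 5 × 10^6 yeast cells/mL. Medium: fresh YPD growth medium. Doses: single dose. Incubation: static 4 h at 37 °C with compound, 1 h detection. Measured by: luminescent adenylate kinase detection reagent. Read-out: signal increase indicating cell lysis. Benchmarks: Clomiphene.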
# PglD DTNB – inhibitors of Campylobacter jejuni PglD acetyltransferase; 360,000 compounds, 0.098% hits; AID 602405; inhibition, % at 12.5 µM; purified PglD enzyme, DTNB colorimetric CoA detection; in the data active means inhibition above about 16%, passing the limit was not always enough; further: strong numbers were not always called active
# Numbers without * were called inactive; / = not tested or not shown; [ ] = dose if it differs, or a comment.
SMILES,ERAP1 inh,PGC1a acetyl inh,RAD52 anneal inh,E-selectin induc,RAD54 inh,miR-122 sensor,Cneo AK release,PglD DTNB
COc1c(Cl)cc(-c2noc(C)c2C(=O)NCc2ccccc2)cc1Cl,1,-4,-15,/,6,2,2,-3
COc1cccc(-c2ccc3c(c2)[C@@H]2[C@@H](CCN2C(=O)CN2CCOCC2)[C@@H](CO)N3)c1,-1,-6,-5,1.0,-9,6[16.7 µM],0,-3
CC[C@@H]1C=C(C(=O)O)[C@H](c2ccc(F)cc2)N1S(=O)(=O)c1ccc(C)cc1,0,0,-6,-0.2,-7,-10,-4,-1
CCCCN(CC)S(=O)(=O)c1ccc(C(=O)Nc2nnc(-c3ccccc3Cl)o2)cc1,8,-12,-29,/,-2,-5,4,2
c1coc(Cn2nnnc2CN2CCN(C3CCCCC3)CC2)c1,/,-4,/,/,-2,11,0,3
O=C(NCc1ccccn1)Nc1ccccc1F,0,/,-15,-0.3,-8,/,0,5
CN(C)CC#Cc1ccc([C@@H]2[C@H](CO)N3CCCCN(C(=O)Nc4ccc(F)cc4)C[C@@H]23)cc1,/,-8,/,-0.1,4,5[16.7 µM],0,4
O=C(Nc1ccccc1F)N1CCCCN2[C@H](CO)[C@H](c3ccc(/C=C/c4ccccc4)cc3)[C@@H]2C1,-1,1,26,-0.2,10,-4[16.7 µM],1,4
O=C(NCCN1C(=O)S/C(=C\c2ccc(F)cc2)C1=O)c1cccc(S(=O)(=O)N2CCOCC2)c1,-2,6,-23,1.1,5,-7,-1,3
CCS(=O)(=O)N1[C@H](C#N)[C@H](c2ccc(C#CCC3CCCC3)cc2)[C@@H]1CO,-4,4,18,0.7,-5,/,0,4
COCC(=O)Nc1ccc2c(c1)C(=O)N(C)C[C@H](OC)[C@H](C)CN(C(=O)c1ccccn1)[C@H](C)CO2,1,8,-25,-0.3,-6,/,-3,3
C=CCN1C2=NCCCN2c2ccccc21,-2,1,-18,/,/,-7,-1,3
COc1ccc(-c2cn(Cc3ccc([N+](=O)[O-])cc3)nn2)cc1,0,-5,1,0.0,7,-3,-3,-4
O=C(COC(=O)c1ccc(Br)o1)NCc1ccccc1Cl,3,-3,0,0.0,-10,-8,0,0
CCOc1ccc2[nH]c(C)cc(=O)c2c1,-1,/,0,-0.2,2,-1,0,-3
C=CCOc1ccc(-c2nc3c(c(=O)[nH]c(=O)n3Cc3ccccc3)n2CCCOC)cc1,0,/,-6,/,3,-4,0,3
Cc1cc(=O)oc2cc(OCC(=O)Nc3nnc(C(C)C)s3)ccc12,/,7,/,/,-1,3,-5,-2
CC(=O)c1ccc(S(=O)(=O)NC2CC(=O)N(c3ccc(C)c(C)c3)C2)cc1 (stereo not drawn),3,6,-6,0.9,/,-8,/,/
Cc1c(C(=O)NC(C)CN2CCCCC2)oc2ccccc12 (stereo not drawn),/,11,/,/,1,-3,17,-1
O=C(c1ccc(OC2CCN(CCc3ccccc3)CC2)cc1)N1CCC[C@H]1CO,1,-2,-11,-0.5,5,/,-6,2
COC(=O)c1c(C)[nH]c(C)c1-c1ccccc1,/,7,/,/,12,-2,-1,3
NS(=O)(=O)c1cccc(NC(=O)COC(=O)CSCc2ccccc2)c1,-2,0,-4,0.3,-7,2,-1,5
Cc1ccccc1S(=O)(=O)Nc1nc2ccccc2nc1Cl,-5,-2,3,/,-2,6,1,3
CCOc1cc(NC(=O)C2CC2)c(OCC)cc1NC(=O)c1ccccn1,/,-9,/,/,11,0,4,-7
O=S(=O)(Nc1cc(Cl)ccc1-n1cncn1)c1cc(Br)ccc1Br,1,/,-14,-0.7,-11,/,0,3
COCCn1nnnc1C(c1ccc(OC)cc1OC)N1CCN(c2ccccc2F)CC1 (stereo not drawn),/,26,/,/,6,1,2,-2
CCCCOCCCNC(=O)N[C@H](C(=O)OC)C(C)C,/,11,/,/,-7,-1,0,12
Cn1c(=O)c2c(nc(SC3C(=O)CC(C)(C)CC3=O)n2C)n(C)c1=O,/,6,/,/,6,-3,2,5
COc1ccc(OC)c(NC(=O)C2CCC(CNc3c(N4CCC(C)CC4)c(=O)c3=O)CC2)c1 (stereo not drawn),-3,-10,-6,0.1,-1,-7,0,1
CC(C)NC(=O)N1[C@H](CNC(=O)CN(C)C)[C@@H](c2ccccc2)[C@@H]1CO,-5,-9,-11,-0.2,2,-21[16.7 µM],-5,-1

# The last four records of the section above are carried over, then new ones follow.
SMILES,ERAP1 inh,PGC1a acetyl inh,RAD52 anneal inh,E-selectin induc,RAD54 inh,miR-122 sensor,Cneo AK release,PglD DTNB
CCCCOCCCNC(=O)N[C@H](C(=O)OC)C(C)C,/,11,/,/,-7,-1,0,12
Cn1c(=O)c2c(nc(SC3C(=O)CC(C)(C)CC3=O)n2C)n(C)c1=O,/,6,/,/,6,-3,2,5
COc1ccc(OC)c(NC(=O)C2CCC(CNc3c(N4CCC(C)CC4)c(=O)c3=O)CC2)c1 (stereo not drawn),-3,-10,-6,0.1,-1,-7,0,1
CC(C)NC(=O)N1[C@H](CNC(=O)CN(C)C)[C@@H](c2ccccc2)[C@@H]1CO,-5,-9,-11,-0.2,2,-21[16.7 µM],-5,-1
CC(C)NC(=O)Nc1ccc2c(c1)C(=O)N(C)[C@H]1CC[C@@H](CC(=O)NC3CCCCC3)O[C@H]1CO2,/,5,/,0.1,1,0[16.7 µM],1,1
C[C@H](CO)N1C[C@H](C)[C@@H](CN(C)S(C)(=O)=O)Oc2ccc(NC(=O)CCCN(C)C)cc2C1=O,2,0,-5,/,-19,4[16.7 µM],3,5
CC(c1ccccc1)C1CC(=O)N(C2CCCCC2)C1=O (stereo not drawn),2,-3,-8,/,2,-11,/,-6
COc1ccc(-c2nnc(SCC(=O)c3[nH]c(C)c(C(C)=O)c3C)o2)cc1,/,0,/,/,-7,-1,1,3
CCc1ccc(S(=O)(=O)NCc2csc(C)n2)cc1,-2,10,-3,-0.2,5,14,-4,0
CNC[C@@H]1Oc2c(NS(=O)(=O)c3c(C)noc3C)cccc2C(=O)N([C@H](C)CO)C[C@@H]1C,5,0,-9,0.0,-2,4[16.7 µM],-8,2
COc1ccc(NC(=O)N(C)C[C@H]2Oc3ccc(N(C)C)cc3CC(=O)N([C@@H](C)CO)C[C@@H]2C)cc1,-1,3,0,-2.1,-1,2[16.7 µM],-3,11
Cc1cc(N/N=C/c2ccc(N(C)C)cc2)nc(NCc2ccccc2)n1,4,-17,-19,21,30,-14,3,-2
CSc1ccc(Cl)c(C(=O)OCC(=O)N2CCN(c3ccccc3)CC2)c1,-2,-2,-14,/,0,-12,-3,2
Cc1ccn2c(NC(=O)c3ccco3)c(-c3ccccc3)nc2c1,/,6,/,/,-12,-8,-2,0
Cc1ccc(-n2nc3c(c2NC(=O)CCC2CCCCC2)CS(=O)C3)cc1 (stereo not drawn),0,-6,-3,0.3,-13,1,-3,3
CO[C@@H]1CN(C)C(=O)c2cc(NS(C)(=O)=O)ccc2OC[C@H](C)N(C(=O)CC2CC2)C[C@@H]1C,1,-7,0,-0.1,-4,/,-5,-3
CCc1cc2c(SCC#N)ncnc2s1,-3,8,-32,/,/,2,/,/
C[C@@H]1CN([C@@H](C)CO)S(=O)(=O)c2ccc(C#Cc3ccccc3)cc2O[C@H]1CN(C)C(=O)Nc1ccccc1,-1,-10,-1,1.3,3,5[16.7 µM],-1,-2
CC(=O)COC(=O)c1cc(-c2ccc(C)cc2)nc2ccccc12,2,-7,-6,/,-7,0,-3,1
C[C@@H]1CN([C@H](C)CO)C(=O)c2cc(-c3cccnc3)cnc2O[C@H]1CN(C)C(=O)C1CCC1,3,-9,1,0.4,-9,-6[16.7 µM],0,-2
Cc1cc(NC(=S)Nc2ccc(C)c(Cl)c2)n[nH]1,1,7,-7,0.4,/,/,/,/
CNC[C@H]1Oc2cc(C#Cc3ccc(F)cc3)ccc2S(=O)(=O)N([C@H](C)CO)C[C@@H]1C,-1,-7,39,-0.1,11,-1[16.7 µM],7,2
CCc1nnc(NC(=O)Cn2nc(-c3ccc(OC)c(OC)c3)ccc2=O)s1,/,9,/,/,-6,-5,6,-4
Cc1cc(C)cc(N(CC(=O)N2CCn3c2nc2ccccc23)S(=O)(=O)c2c(C)noc2C)c1,/,4,-12,/,8,1,0,-9
COc1ccc(NC(=O)CN(C)CC(=O)Nc2cccc3ccccc23)c(OC)c1,2,5,-10,-0.6,-3,-6,/,1
COC(=O)CCN1CCC(c2cc(-c3cccc(C(F)(F)F)c3)n[nH]2)CC1,-4,3,-22,0.2,-5,/,4,2
COc1cccc(NC(=O)CC(C)=O)c1,1,-1,-9,/,5,0,-2,13
CO[C@H]1CN(C)C(=O)c2cc(NC(=O)C3CCCCC3)ccc2OC[C@@H](C)NC[C@H]1C,2,6,-8,-0.1,-1,/,2,3
C=C(C)Cn1c2ccc(NC(=O)NCCc3cccs3)cc2c(=O)n1C,-9,9,-13,2.4,-13,0,-2,-11
CC1CCN(C(=O)c2cc(Cl)ccc2NC(=O)c2ccco2)CC1,1,10,4,-0.3,5,-3,-4,-2
CC(C)n1c(=S)[nH]c2c1c(=O)[nH]c(=O)n2C,/,3,/,/,2,-3,0,-5
C[C@@H]1CCCCO[C@@H](CN(C)C(=O)c2ccccc2)[C@@H](C)CN([C@H](C)CO)C(=O)c2cc(NC(=O)Nc3cccc4ccccc34)ccc2O1,-4,2,10,-0.1,1,25[16.7 µM],2,-3
CN(Cc1c(F)cccc1Cl)C(=O)c1cccc(S(=O)(=O)N2CCN(Cc3ccccc3)CC2)c1,1,6,-10,/,1,-3,-2,-5
Cn1c(=O)c(-c2cccc(Cl)c2)c(O)c2ccccc21,0,-1,0,/,6,-2,-3,2

# An excerpt of these results, field by field.
> CC(C)n1c(=S)[nH]c2c1c(=O)[nH]c(=O)n2C
  ERAP1 inh = /; PGC1a acetyl inh = 3; RAD52 anneal inh = /; E-selectin induc = /; RAD54 inh = 2; miR-122 sensor = -3; Cneo AK release = 0; PglD DTNB = -5
> C[C@@H]1CCCCO[C@@H](CN(C)C(=O)c2ccccc2)[C@@H](C)CN([C@H](C)CO)C(=O)c2cc(NC(=O)Nc3cccc4ccccc34)ccc2O1
  ERAP1 inh = -4; PGC1a acetyl inh = 2; RAD52 anneal inh = 10; E-selectin induc = -0.1; RAD54 inh = 1; miR-122 sensor = 25[16.7 µM]; Cneo AK release = 2; PglD DTNB = -3

# Next entries follow.
SMILES,ERAP1 inh,PGC1a acetyl inh,RAD52 anneal inh,E-selectin induc,RAD54 inh,miR-122 sensor,Cneo AK release,PglD DTNB
CO[C@H]1CN(C)C(=O)c2ccc(NS(C)(=O)=O)cc2OC[C@@H](C)N(C(=O)C2CCOCC2)C[C@@H]1C,0,1,-2,0.2,-2,-7[16.7 µM],3,4
CCN(c1ccccc1)S(=O)(=O)c1cccc(C(=O)Nc2ccc(C)cn2)c1,-3,/,-8,-0.3,3,/,0,1
Cc1cccc(CCN(C(=O)Cc2cccs2)C(C(=O)NC2CCCCC2)c2cccnc2)c1 (stereo not drawn),/,12,/,/,-3,-5,0,-9
O=C(O)c1cccnc1SCc1ccccc1Cl,-8,/,-12,4.8,-7,9,0,-3
Clc1ccc(-c2csc(N3CCC(c4ccccc4)C3)n2)cc1 (stereo not drawn),/,14,/,/,-9,1,1,/
COc1ccccc1-c1ccc(SCc2ccccc2F)nn1,6,-9,-17,0.5,/,/,/,/
Cc1cccc(NC(=O)CSc2nnc(C)c(=O)n2N)c1,-3,-13,-2,0.5,7,7,-2,-5
COc1ccccc1C(=O)COC(=O)C1CCN(S(=O)(=O)c2ccc(C)c(C)c2)CC1,1,4,1,0.0,/,-6,/,/
Cc1ccc(C(CC(=O)N2CCNCC2)c2ccccc2)c(O)c1C (stereo not drawn),-5,9,-12,/,-7,3,5,1
[O-]C1=N/[N+](=C/c2ccc(Cl)c(Cl)c2)CC1,/,8,/,/,-6,-3,6,4
COc1cc(NC(=O)c2ccc([N+](=O)[O-])cc2)ccc1NC(=O)C(C)C,-3,0,1,/,/,-4,/,/
